# Compound activity: PubChem, several laboratories
# DAGLB inh = blocks human DAGLB lipase activity | inhibition, % at 5.17 µM | HEK293T DAGLB membrane lysate, EnzChek fluorogenic substrate | AID 504411 | hit rate 0.059% among 340,000; in the data active = inhibition above about 34%;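 note: 0% = enzyme with vehicle and 100% = wells lacking enzyme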
# PKA-R2B act = activators of human PKA-R2B complex; AID 504700; activation, % at 11.4 µM; hit rate 0.079% among 340,000; PKA-R2B holoenzyme dissociation, Cy5-IP20 fluorescence polarization; R2B truncated from residue 108, S112A mutant; 0% DMSO only, 100% 113 µM cGMP;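 active = activation above a cutoff set at the mean over all compounds plus 3 SD, cut at about 18% in these data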;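 note: higher means more holoenzyme dissociation and a rise in polarization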
# Target sequence (P31323 whole entry, looked up, other chains not shown, the tested form may be a part): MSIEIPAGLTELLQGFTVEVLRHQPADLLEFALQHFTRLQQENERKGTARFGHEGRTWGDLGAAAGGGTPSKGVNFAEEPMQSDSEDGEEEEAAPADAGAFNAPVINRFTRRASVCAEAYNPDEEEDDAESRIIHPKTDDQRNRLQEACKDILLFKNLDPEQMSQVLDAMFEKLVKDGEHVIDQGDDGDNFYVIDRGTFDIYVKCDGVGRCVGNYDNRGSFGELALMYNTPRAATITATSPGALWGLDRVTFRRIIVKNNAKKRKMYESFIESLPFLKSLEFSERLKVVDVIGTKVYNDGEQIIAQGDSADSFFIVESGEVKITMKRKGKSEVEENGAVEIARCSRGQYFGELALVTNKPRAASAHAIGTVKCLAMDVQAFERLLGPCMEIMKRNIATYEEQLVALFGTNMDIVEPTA
# NSD2 HMT inh = inhibitors of human histone methyltransferase NSD2; NSD2 peptide methylation, AlphaScreen, 120 min; inhibition, % at 12.5 µM; hit rate 0.54% among 310,000; AID 743445; in the data active = inhibition above about 50%
# An asterisk follows results filed as active.
SMILES,DAGLB inh,PKA-R2B act,NSD2 HMT inh
Cc1cccc(NNC(=S)Nc2ccccc2)c1,-7,1,1
Cc1ccc(NC(=O)COC(=O)CCc2c[nH]c3ccccc23)cc1,1,1,1
Cc1nc2ccc(Cl)cc2n1C,-7,5,0
CCOc1cccc(Cc2c[nH]c(=O)[nH]c2=O)c1,-1,-4,-6
O=C(NCCc1ccccc1F)C1CC(=O)N(c2ccc3c(c2)OCCO3)C1 (stereo not drawn),0,-2,0
COc1ncccc1C(=O)N1CCCC(C(=O)Nc2cccc(-c3ccc(F)cc3)c2)C1 (stereo not drawn),-2,2,-3
CN1CCC(OC2c3ccccc3CCc3ccccc32)CC1,0,2,14
CC1CCN(S(=O)(=O)c2cc(C(=O)N3CCN(c4ccccc4)CC3)ccc2Br)CC1,-2,-4,1
O=C(CCNC(=O)c1ccccc1Cl)Nc1ccc(S(=O)(=O)N2CCOCC2)cc1,2,3,-1
COc1cc(C(C)=O)ccc1OCC(=O)Nc1ccc(S(=O)(=O)N2CCCCC2)cc1,-4,3,1
Cc1cc(NS(C)(=O)=O)c(=O)n(Cc2cccc(C(F)(F)F)c2)c1,2,2,8
COc1ccc(C(=O)CSc2nc(=O)n3ccc(C)cc3n2)cc1,-6,-1,-3
Cc1nc(Br)c(Br)n1Cc1ccccc1,-3,-4,2
Cc1nnc(Cc2ccco2)c2n[nH]c(C)c12,-3,-6,3
Cc1ccccc1Nc1n[nH]c(=S)s1,1,-2,-2
Cc1cccc(NC(=O)c2cccc(S(=O)(=O)N(C)C3CCCCC3)c2)n1,-4,-4,-1
O=C(CSc1nnc(-c2cccc(Br)c2)o1)NCC1CCCO1 (stereo not drawn),-1,0,2
COc1cc(OC)c(N(C)S(=O)(=O)c2cccc(C(=O)NCc3cccs3)c2)cc1Cl,-2,-3,-1
CCCCC1(CC(=O)OCC)SCCN1C(N)=O (stereo not drawn),1,0,-1
COc1ccc(C(=O)Nc2ccc3c(c2)OCO3)cc1S(=O)(=O)N1CCOCC1,3,-5,0
COc1ccc(N2CCCC2=O)cc1S(=O)(=O)N1CCOCC1,1,-5,5
CCn1nc(C(=O)Nc2ccc3c(c2)OCCO3)c2ccccc2c1=O,0,-1,2
COc1ccccc1/C=N/Nc1nc(C)cc(=O)[nH]1,0,2,10
COC1CC(NC(C)=O)C(OC(=O)c2ccccc2)C(CBr)O1 (stereo not drawn),0,1,0
COc1cc2nn(-c3ccccc3N)nc2cc1OC,-3,6,-4
CC(C)n1ncc2c(C(=O)Nc3ccccc3SCC(N)=O)cc(C3CC3)nc21,-2,-7,3
CC(=O)N1CCN(S(=O)(=O)c2cccc(C(=O)OCc3ccc(F)cc3)c2)CC1,1,4,-5
Cc1ccc(S(=O)(=O)NNc2c3ccccc3nc3ccc(Cl)cc23)cc1,1,-6,0
NC(=S)NN=Cc1nccc2c(C(F)(F)F)cccc12,4,1,3
O=C1CSC(=S)N1N=Cc1cccc(OCc2ccccc2)c1,-8,-7,1
CCn1cc(/C=C(\NC(=O)c2ccccc2F)C(=O)N2CCN(C)CC2)c2ccccc21,1,-8,7
COc1cc(C(=O)NC(CCSC)C(=O)Nc2ccc(N3CCOCC3)cc2)cc(OC)c1OC (stereo not drawn),-2,-4,-2
COc1cc(Br)cc(C(=O)N2CCc3ccccc32)c1OC,-3,-3,-7
CC(OC(=O)CCNS(=O)(=O)c1ccc(Cl)cc1)C(=O)N(C)Cc1ccccc1 (stereo not drawn),-8,6,-1
O=C(Nc1ccc([N+](=O)[O-])cc1Cl)c1cccc([N+](=O)[O-])c1,1,7,-1
COc1ccc(CC(=O)N(CCC2=CCCCC2)c2c(N)n(Cc3ccccc3)c(=O)[nH]c2=O)cc1,5,-2,2

# Some of these compounds in order of length of the SMILES, descending.
SMILES,DAGLB inh,PKA-R2B act,NSD2 HMT inh
COc1ccc(CC(=O)N(CCC2=CCCCC2)c2c(N)n(Cc3ccccc3)c(=O)[nH]c2=O)cc1,5,-2,2
CCn1cc(/C=C(\NC(=O)c2ccccc2F)C(=O)N2CCN(C)CC2)c2ccccc21,1,-8,7
COc1ncccc1C(=O)N1CCCC(C(=O)Nc2cccc(-c3ccc(F)cc3)c2)C1 (stereo not drawn),-2,2,-3
CC(OC(=O)CCNS(=O)(=O)c1ccc(Cl)cc1)C(=O)N(C)Cc1ccccc1 (stereo not drawn),-8,6,-1
O=C(CCNC(=O)c1ccccc1Cl)Nc1ccc(S(=O)(=O)N2CCOCC2)cc1,2,3,-1
COc1ccc(C(=O)Nc2ccc3c(c2)OCO3)cc1S(=O)(=O)N1CCOCC1,3,-5,0
CC(C)n1ncc2c(C(=O)Nc3ccccc3SCC(N)=O)cc(C3CC3)nc21,-2,-7,3
Cc1cc(NS(C)(=O)=O)c(=O)n(Cc2cccc(C(F)(F)F)c2)c1,2,2,8
Cc1ccc(S(=O)(=O)NNc2c3ccccc3nc3ccc(Cl)cc23)cc1,1,-6,0
CCn1nc(C(=O)Nc2ccc3c(c2)OCCO3)c2ccccc2c1=O,0,-1,2
COc1ccc(C(=O)CSc2nc(=O)n3ccc(C)cc3n2)cc1,-6,-1,-3
O=C(CSc1nnc(-c2cccc(Br)c2)o1)NCC1CCCO1 (stereo not drawn),-1,0,2
COc1cc(Br)cc(C(=O)N2CCc3ccccc32)c1OC,-3,-3,-7
CCOc1cccc(Cc2c[nH]c(=O)[nH]c2=O)c1,-1,-4,-6
CN1CCC(OC2c3ccccc3CCc3ccccc32)CC1,0,2,14
Cc1nnc(Cc2ccco2)c2n[nH]c(C)c12,-3,-6,3
COc1cc2nn(-c3ccccc3N)nc2cc1OC,-3,6,-4
CCCCC1(CC(=O)OCC)SCCN1C(N)=O (stereo not drawn),1,0,-1
Cc1cccc(NNC(=S)Nc2ccccc2)c1,-7,1,1
Cc1nc(Br)c(Br)n1Cc1ccccc1,-3,-4,2
Cc1nc2ccc(Cl)cc2n1C,-7,5,0

# The results go on.
SMILES,DAGLB inh,PKA-R2B act,NSD2 HMT inh
CC1CC(C)CN(S(=O)(=O)c2ccc(C(=O)OCC(=O)Nc3ccccc3)cc2)C1 (stereo not drawn),-1,3,-2
COc1cccc(/C=C/C(=O)N2CCN(S(=O)(=O)c3ccccc3)CC2)c1,-4,-2,0
Cc1ccc2nc(COC(=O)c3cccnc3Cl)cc(=O)n2c1,-4,-1,0
CCCc1c(C(=O)N/N=C/c2ccc(C)o2)nnn1-c1nonc1N,-1,-5,6
CCOc1ccc(/C(O)=C2\C(=O)C(=O)N(c3ccccn3)C2c2ccccc2F)c(C)c1 (stereo not drawn),3,-3,2
COc1ccc(CCN2CC(C(=O)NCc3cccc(F)c3)CCC2=O)cc1 (stereo not drawn),0,3,10
Cc1nc(SCC(=O)c2cc(C)n(C3CC3)c2C)c2ccccc2n1,-7,0,1
C=CCC1CCCCC1=C(C#N)c1ccccc1 (stereo not drawn),-15,-1,53*
COCCn1c(=S)[nH]c2cc(C(=O)NC3CCCC(C)C3C)ccc2c1=O (stereo not drawn),-2,7,2
COc1cc2c(=O)[nH]c3cc([N+](=O)[O-])ccc3c2cc1[N+](=O)[O-],2,5,0
CN(C(=O)COC(=O)COc1ccc2ccccc2c1)c1ccccc1,-4,-4,-1
Cc1cc(C)c(N2C(=O)CC(Sc3ccccc3N)C2=O)c(C)c1 (stereo not drawn),0,-3,3
O=C(COc1ccc([N+](=O)[O-])cc1)NNC(=O)C1COc2ccccc2O1 (stereo not drawn),4,3,-3
O=C(c1ccc2c(c1)CCC2)N1CCN(Cc2ccccc2)CC1,-3,0,2
CC1OC(=O)c2cc3ccccc3nc21 (stereo not drawn),-3,1,0
O=C1NC(C2CC3C=CC2C3)Nc2ccccc21 (stereo not drawn),0,-9,-3
COc1ccc(C(=O)C2CCCN(C(=O)Cn3nc(C)nc3C)C2)cc1F (stereo not drawn),3,4,0
FC(F)(F)C(F)(F)C(F)(F)c1nc2nc(Cl)c(Cl)nc2[nH]1,5,-6,1
CCCc1cc(CN(C)C(=O)c2ccc(OC3CCN(C(C)=O)CC3)c(OC)c2)[nH]n1,3,5,-1
COc1cccc(/C=C/C(=O)OCC(=O)NC2CCCC2)c1,-1,-1,-3
CCOC(=O)C1CCCN(C(=O)c2cccc(S(=O)(=O)NCc3ccccc3)c2)C1 (stereo not drawn),-2,-6,-1
CC1CCCCC1NC(=O)c1cc(Cl)nc2ccccc12 (stereo not drawn),-2,5,2
O=[N+]([O-])c1ccc2c(c1)-c1ccccc1C2O (stereo not drawn),0,-2,6
CCOc1cc(/C=N/Nc2ccc(S(=O)(=O)Nc3ccccc3C(=O)O)cc2[N+](=O)[O-])cc(Cl)c1O,33,0,5
O=S(=O)(NCc1ccncc1)c1ccc(F)c(F)c1,2,0,-1
COC(=O)c1ccc2c(=O)n(CCN3CCOCC3)c(SCC(=O)Nc3ccccc3OC)nc2c1,-3,2,-1
COc1ccc(C(=O)NC2CC(C)(C)NC(C)(C)C2)cc1S(=O)(=O)N1CCOCC1,0,-2,0
COc1cccc(CN(C)C(=O)c2ccc(S(=O)(=O)Nc3cccc(C)c3C)cc2)c1OC,1,-9,0
N#CC1(NC(=O)CSc2nnc(C3CC3)n2N)CCCCC1,-3,7,-2
CCCc1c(C(=O)N/N=C(\CC)c2ccccc2)nnn1-c1nonc1N,-2,-4,-3
CC1CCCCN1CCNC(=O)c1ccc2c(c1)N(Cc1cccc(Cl)c1)C(=O)c1ccccc1S2(=O)=O (stereo not drawn),3,10,0
CCC1(c2ccccc2)CN(C)C1=O (stereo not drawn),-1,-2,0
O=C(NCc1nnnn1-c1ccc(F)cc1)c1cc2ccccc2o1,-2,-12,-2
CCOC(=O)C1(Cc2ccccc2)CCCN(C(=O)COc2ccccc2OC)C1 (stereo not drawn),-10,6,0
CCC1(c2ccccc2)NC(=O)N(CC(=O)Nc2ccc3c(c2)CCC3)C1=O (stereo not drawn),-4,2,1
CCCc1c(C(=O)N/N=C(\C)c2ccccc2O)nnn1-c1nonc1N,1,-7,0
CCN(C(=O)c1cc(OC)c(OC)c(OC)c1)C1CCCCC1,-2,-3,-1
O=C(O)c1c2c(nc3ccc(S(=O)(=O)N4CCC(C(=O)NCc5ccccc5)CC4)cc13)CCCC2,-3,-4,2
COc1ccc(OCC(=O)N2CCc3ccccc32)c([N+](=O)[O-])c1,-2,3,0
O=C(COC(=O)c1ccccc1)NCC1COc2ccccc2O1 (stereo not drawn),-4,1,-5
COc1ccc(CSc2n[nH]c(=O)[nH]c2=O)cc1,0,-2,-3
CCc1ccccc1NC(=O)CCC(=O)N1CCN(C(C)=O)CC1,0,-6,-3
Cc1ccc(S(=O)(=O)N2CCOCC2)cc1NC(=O)COC(=O)c1ccco1,-3,-1,11
Cc1ccc(S(=O)(=O)N2CCC(C(=O)OCC(=O)N(Cc3ccccc3)C(C)C)CC2)cc1C,-1,-20,0
Cc1ccc(F)cc1NC(=O)COC(=O)C1CC2CCCC(C1)C2=O (stereo not drawn),-2,2,1
CC(=O)Oc1ccc2c(c1)C(=O)CCCCCC(=O)O2,-1,-4,0
Cc1ccc(C(=O)N(CC(=O)NC2CCCC2)c2ccccc2F)s1,-2,-8,2
COc1ccc(CNC(=O)C2CCC(=O)N(C3CCCCCC3)C2)c(OC)c1 (stereo not drawn),2,-8,-6
COc1ccc(-c2nc(S(=O)(=O)c3ccccc3)c(N3CCN(C)CC3)o2)cc1,2,-2,9
CSc1ncccc1C(=O)OCC(=O)N(C)Cc1ccc(C)cc1,-15,-2,0
CC1(c2cccc(Br)c2)NC(=O)N(CC(=O)NCCC2=CCCCC2)C1=O (stereo not drawn),-3,-7,1
c1ccc2c(c1)Sc1cnccc1N2CC1CO1 (stereo not drawn),3,6,4
NC(=O)C1CCN(C(=O)c2ccc(Cl)c(S(=O)(=O)N3CCc4ccccc43)c2)CC1,-3,-3,1
Cc1ccc2nc(SCC(=O)N3N=C(c4cccs4)CC3c3ccc(F)cc3)nc(=O)n2c1 (stereo not drawn),0,-6,1
CC1CCc2sc(C(=O)NN=C3CCCC3)cc2C1 (stereo not drawn),-8,-2,-1
Cc1ccccc1C(C)(O)c1cnc(C)n1Cc1ccccc1 (stereo not drawn),0,4,2
COc1ccc(S(=O)(=O)N2CCC(C(=O)NCCC(=O)Nc3ccccc3OC)CC2)cc1,-1,4,-1
COc1ccc2ccccc2c1C=NN1CCCCC1,-9,-3,1
Cc1cc(NC(=O)CSCC(=O)OCC(=O)c2ccc(Br)cc2)no1,3,-9,6
COc1ccc(S(=O)(=O)N2CCC(C(=O)N[C@H](C(=O)NCc3ccccc3)C(C)C)CC2)cc1,0,-6,-3

# Continued.
SMILES,DAGLB inh,PKA-R2B act,NSD2 HMT inh
O=C(O)C1C=CC(C(=O)O)c2ccccc21 (stereo not drawn),-5,0,1
Cc1[nH]c2ccccc2c1C(=O)C(=O)NCc1nnnn1-c1ccc(F)c(F)c1,-3,-5,2
CCN(CC(=O)Nc1ccc(NC(C)=O)cc1)C(=O)C1(c2ccc(Cl)cc2)CCC1,-8,2,0
COc1cccc(/C=N/NC(=O)c2nnn(-c3nonc3N)c2CN(C)C2CCCCC2)c1,-8,-13,0

# A portion of the library; count on the stated rates, not on these rows.
